# Screening results: PubChem, The Scripps Research Institute Molecular Screening Center
# M1 antag: human M1 muscarinic receptor antagonists, primary screen, CHO-K1 cells, Fluo-8 calcium fluorescence, 1536-well; Muscarinic acetylcholine receptor M1 (Homo sapiens), P11229; hit rate 1.3% among 360,000; inhibition, % at 3 µM; CHO-K1 hM1, ACh EC80 antagonist;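 active = percent inhibition above its own plate's cutoff, namely the mean of that plate's compound wells plus 3 SD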;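 also: peak over basal fluorescence ratio during 140 s after agonist addition; 0% = ACh EC80 plus DMSO and 100% = DMSO alone without agonist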
# Target sequence (P11229 whole entry, looked up): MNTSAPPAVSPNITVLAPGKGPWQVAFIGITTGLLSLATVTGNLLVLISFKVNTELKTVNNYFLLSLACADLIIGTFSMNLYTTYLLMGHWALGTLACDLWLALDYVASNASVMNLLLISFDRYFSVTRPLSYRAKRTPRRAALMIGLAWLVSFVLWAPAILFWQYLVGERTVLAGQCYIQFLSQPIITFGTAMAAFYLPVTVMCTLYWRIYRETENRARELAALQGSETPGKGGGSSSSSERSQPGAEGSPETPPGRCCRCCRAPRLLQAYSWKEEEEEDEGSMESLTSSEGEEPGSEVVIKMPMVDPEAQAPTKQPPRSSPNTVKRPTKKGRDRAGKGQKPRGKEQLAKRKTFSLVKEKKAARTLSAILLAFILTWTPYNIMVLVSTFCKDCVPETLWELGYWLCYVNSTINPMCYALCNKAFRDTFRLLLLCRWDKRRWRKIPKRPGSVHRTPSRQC
# TAAR1 antagonist: human TAAR1 antagonists, primary screen, Fluo-8 calcium fluorescence, CHO RD-HGA16 cells. Trace amine-associated receptor 1 (Homo sapiens), Q96RJ0. antagonist. inhibition, % at 3 µM. hit rate 1.5% among 360,000. AID 624466, 2012;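 active = inhibition above a per-plate cutoff, the mean inhibition of test compounds on that plate plus 3 SD, cut at about 49% in these data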;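 also: 0% = DMSO plus EC80 beta-PEA response and 100% = DMSO alone without agonist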
# Target sequence (Q96RJ0 whole entry, looked up): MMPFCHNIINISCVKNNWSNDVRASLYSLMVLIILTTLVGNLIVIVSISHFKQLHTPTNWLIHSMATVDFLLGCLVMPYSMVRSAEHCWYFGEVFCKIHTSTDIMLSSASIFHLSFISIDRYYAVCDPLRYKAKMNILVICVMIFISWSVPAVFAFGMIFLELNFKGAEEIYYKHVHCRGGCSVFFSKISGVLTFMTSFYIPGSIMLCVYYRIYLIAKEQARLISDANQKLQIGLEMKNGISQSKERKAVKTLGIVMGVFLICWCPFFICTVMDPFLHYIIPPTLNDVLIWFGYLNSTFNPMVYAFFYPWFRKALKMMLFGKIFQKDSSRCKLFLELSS
#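 Material: RD-HGA16 CHO cells with stable hTAAR1 and Gα16; Dosing: single nominal final test compound concentration of 3 µM; Schedule: seeding 17-24 h prior, 75-min 37 °C, 30-min RT dye loading; Detection: kinetic Fluo-8 calcium fluorescence measurement; Measure: % inhibition from peak post-agonist over basal fluorescence ratio; Benchmarks: vehicle and agonist controls.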
# CHO-K1 Ca PAM: nonselective calcium activators in parental CHO-K1 cells, primary screen, counter-screen for M1 PAM project, cell-based, Fluo-8 calcium fluorescence, full deck, 1536-well; ATP EC20; 0% at ATP EC20, 100% at ATP max; hit rate 0.02% among 360,000; AID 602247, 2012; activation, % at 3 µM;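 active = activation above the run cutoff, the mean activation of all test compounds plus 3 SD, cut at about 40% in these data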;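 also: peak over basal fluorescence ratio in a 140 s read after ATP addition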
# M1 ag parental: counter-screen for M1 agonists: effect in parental CHO-K1 cells. Fluo-8 calcium fluorescence; scaled to maximal ATP response, vehicle zero. activation, % at 3 µM. hit rate 0.48% among 360,000. AID 602248, 2012; in the data active = activation above about 15%;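 also: untransfected CHO-K1 host cells lacking M1 receptor as counterscreen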
# TAAR1 ag: human TAAR1 agonists, primary screen, Fluo-8 calcium fluorescence, CHO RD-HGA16 cells; vehicle wells 0%, saturating PEA agonist 100%; activation, % at 3 µM; hit rate 0.99% among 360,000; AID 624467, 2012;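 active = activation above the mean activation of all test compounds in the run plus 3 SD, cut at about 38% in these data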
#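 System: CHO RD-HGA16 cells carrying human TAAR1 plus Gα16; Incubation: 17-24 h seeding, 75 min 37 °C dye, 30 min RT; Measured by: Fluo-8 fluorescence, 5 s baseline then 140 s kinetic read; Control set: DMSO and PEA EC100; Replication: single well for each compound.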
# CHO-K1 Ca antag: M1 antagonist counterscreen hit in parental CHO-K1 cells. inhibition, % at 3 µM. ATP-induced calcium, Fluo-8 fluorescence. hit rate 0.6% among 360,000;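 active = inhibition above a per-plate cutoff, the plate's mean sample inhibition plus 3 SD, cut at about 24% in these data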;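 also: 0% = DMSO plus EC80 ATP and 100% = DMSO alone without ATP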
# CHO parental Ca: ATP-evoked calcium signal inhibitors, parental CHO, primary screen, counter-screen for OX1R antagonist project, cell-based, fluorescence, Fluo-8 calcium dye; parental CHO-K1, ATP-induced calcium, Fluo-8 fluorescence; hit rate 0.63% among 330,000; inhibition, % at 5.6 µM;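 active = inhibition above that plate's mean sample inhibition plus 3 SD, cut at about 26% in these data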;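 also: 0% = ATP-challenged DMSO wells and 100% = DMSO wells without ATP; some compounds past the cut are filed as inactive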
#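 Test system: parental CHO cells; detection: calcium-sensitive Fluo-8 fluorescence; evaluation: percent inhibition of calcium signal; also added: ATP as calcium-mobilizing challenge; repeats: one well per compound; control set: ATP-challenged DMSO wells low, unchallenged DMSO wells high; compound: single nominal dose of 5.6 µM per compound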
# OXTR potentiator: human OXTR potentiators, primary screen, fluorescence, CHO-OTR cells, Fluo-8 calcium; Oxytocin receptor (Homo sapiens), P30559; hit rate 0.061% among 320,000; AID 2445, 2010; Fluo-8 calcium fluorescence, potentiator mode; 0% = oxytocin EC15, 100% = EC100; activation, % at 3 µM;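 active = activation above that plate's cutoff, the mean activation of tested compounds plus 3 SD, cut at about 6.6% in these data, passing the limit was not always enough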;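 also: 100% uses oxytocin at 75 nM as the full agonist control; some results filed as inactive read as strong as hits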
#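 test system = CHO-OTR cells, human receptor | compound = single-point 3.0 µM | schedule = 6 min compound pre-incubation at room temperature, 100 s kinetic read | signal = Fluo-8 no-wash calcium dye fluorescence, excitation 470-495 nm, emission 515-575 nm | repeats = single well per compound, singlicate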
# M1 ag: human M1 muscarinic receptor agonists, primary screen, Fluo-8 calcium fluorescence, CHO-K1 cells, HTS; AID 588814, 2011; hit rate 0.33% among 360,000; Muscarinic acetylcholine receptor M1 (Homo sapiens), P11229; activation, % at 3 µM; CHO-K1 hM1, agonist mode; 0% DMSO, 100% acetylcholine EC100;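 active = activation above the run's mean compound activation plus 3 SD, cut at about 16% in these data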;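 also: peak over basal fluorescence ratio within a 140 s kinetic read after compound addition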
# Starred values were filed as active, the others as inactive; . = no result given.
SMILES,M1 antag,TAAR1 antagonist,CHO-K1 Ca PAM,M1 ag parental,TAAR1 ag,CHO-K1 Ca antag,CHO parental Ca,OXTR potentiator,M1 ag
Cc1ccc(S(=O)(=O)CC(CN2CCOCC2)N2CCOCC2)cc1 (stereo not drawn),2.6,-0.2,3.0,-0.1,10.0,6.2,-0.5,5.5,-3.8
Cc1cc(C)c(NC(=O)c2cn3c4c(c(N5CCN(C)CC5)c(F)cc4c2=O)OCC3C)c(C)c1 (stereo not drawn),-10.6,2.5,19.2,1.9,1.3,-2.0,-2.5,-5.7,-7.5
CCc1ccc(C(=O)COC(=O)CNC(=O)COc2ccccc2)cc1,9.7,-24.6,-13.2,-0.4,1.4,14.0,-21.5,0.7,-7.9
COc1cccc(C(c2nnnn2CC2CCCO2)N2CCN(C(=O)c3ccco3)CC2)c1OC (stereo not drawn),7.3,8.7,17.6,0.3,18.5,-3.5,-12.9,-16.8,-7.4
Cc1ccc(C(=O)NCCC(=O)NCc2ccco2)cc1,-10.8,-3.3,-1.9,0.4,0.0,-1.0,-2.4,-0.8,-2.4
CCOC(=O)C1(C)NC(c2cc(OC)c(OC)c(OC)c2)C2C(=O)N(CC)C(=O)C21 (stereo not drawn),-11.5,-2.3,7.7,0.3,0.2,-4.7,-8.4,-11.3,-1.2
CCN(C[C@H]1N[C@@](C)(C(=O)OC)[C@H]2C(=O)N(Cc3ccccc3)C(=O)[C@@H]12)S(=O)(=O)c1ccc(C(C)(C)C)cc1,-15.7,-3.0,12.4,1.3,-0.5,-10.2,-15.5,-9.4,-3.9
O=C(CSc1nnc(CNC(=O)c2c(F)cccc2Cl)o1)Nc1ccccc1,-2.4,9.9,5.9,0.6,0.5,2.6,-6.7,-18.9,-4.5
CCC(C)c1ccccc1N1CC(C(=O)NCCC2=CCCCC2)CC1=O (stereo not drawn),1.1,1.1,14.8,2.4,21.8,-14.8,-15.9,-6.3,-1.2
CCOC(=O)C1(CC2CC2)CCN(Cc2ccc3cccc(F)c3n2)CC1,23.1,-4.9,14.5,5.4,5.5,-12.0,-14.8,-12.0,-5.0
CCOC(=O)c1cccc(NC(=O)/C=C/c2ccc3c(c2)OCO3)c1,6.3,42.7,5.4,6.9,7.5,1.9,-9.1,-3.8,-8.6
O=C(c1ccc(Cl)s1)N1CCc2ccccc21,11.4,3.5,-4.2,-1.1,13.5,4.7,-19.8,9.2,-7.5
Cc1ccc2c(c1)N(CC(=O)N1CCCCCC1)C(=O)CO2,0.2,-3.3,19.8,0.5,4.0,-25.5,-13.8,-3.3,-0.2
Cc1ccc(C)c(N2CCN(C(=O)c3cc(S(=O)(=O)N4CCCC4)cn3C)CC2)c1,-6.3,-11.0,9.5,0.0,2.9,-7.4,-12.2,-2.0,-0.2
CCOC(=O)N1CCN(C(=O)c2ccc(C#CC3(O)CCCCC3)cc2)CC1,13.0,6.7,-6.2,1.0,2.5,0.4,-7.4,-6.9,-5.4
Cc1ccccc1NC(=O)C1Cc2ccccc2CN1C(=O)c1ccco1 (stereo not drawn),-3.7,3.2,-16.7,1.1,0.5,-8.1,-11.8,-1.0,-3.7
COc1cccc(-c2cnc3c(NC=O)cc(-c4ccc(N(C)C)cc4)cn23)c1,15.3,-13.9,4.0,14.0,2.5,25.3*,.,.,3.2
O=C(CN1CCN(Cc2ccccc2)CC1)Nc1cccc(Br)c1,-12.8,2.0,5.9,4.0,0.5,-11.0,-14.1,-2.1,-8.6
COc1ccccc1OCc1ccc(C(=O)OCC2CCCO2)o1 (stereo not drawn),-23.7,-11.4,-4.7,-0.2,17.4,4.4,-19.8,-24.8,-0.8
CCN(C(=O)COC(=O)COc1ccccc1Cl)c1c(N)n(Cc2ccccc2)c(=O)[nH]c1=O,9.8,-6.6,-14.1,0.6,7.5,-0.9,-12.0,0.6,-1.5
Cc1ccc(S(=O)(=O)N(C)C)cc1NC(=O)C(C)OC(=O)C1CCCC1 (stereo not drawn),-19.0,-14.0,16.6,0.9,-0.1,4.5,-25.7,0.7,-1.8
COc1cc(/C=N/NC(=O)COc2ccc(C)cc2)ccc1OC(=O)c1cccs1,4.1,5.7,-6.7,-0.1,-0.1,2.1,2.6,-10.2,-6.0
O=c1[nH]c(=S)[nH]c(O)c1/C=C1\C=Nc2ccccc21,-10.3,.,2.1,0.9,.,-17.9,.,.,-0.4
O=C(Cn1nnc(-c2ccccc2F)n1)NCc1ccco1,-2.4,4.2,7.7,1.0,-1.9,-11.6,-8.0,-22.4,-7.9
COc1ccc(-c2c3c(=O)n(C)c(=O)n(C)c3cn2Cc2cccnc2)cc1,1.7,-10.4,11.9,0.1,16.3,1.9,-14.8,-18.4,-4.9
O=C(Nc1ccc(F)cc1F)c1cc(-c2ccc3c(c2)OCO3)on1,-12.8,5.1,16.5,-0.1,-1.3,12.9,3.1,-5.6,-2.1
Cc1cnc(CNc2nc3cc(-c4ccccc4C)sc3c(=O)n2C)cn1,-9.3,-39.6,20.2,1.4,1.3,-15.7,.,.,-6.8
COc1cccc(NC(=O)CN2CCSc3ccccc32)c1,5.8,-15.3,6.5,1.7,9.0,-10.5,-1.2,-30.8,-5.6
CN(C)C(=O)c1ccc(NC(=O)c2cc(-c3ccco3)nc3ccccc23)cc1,-2.8,19.6,14.2,5.6,6.9,-11.1,.,.,-0.3
CCOc1ccc(CCNC(=O)C2CCN(S(=O)(=O)N3CCC(C)CC3)CC2)cc1OCC,-13.4,-16.7,9.9,0.5,2.4,-10.7,-19.9,-10.0,-4.0
O=C(COC(=O)C1CCN(c2ccc(C(F)(F)F)cn2)CC1)NCc1cccc(Cl)c1,11.9,6.7,-13.1,8.7,1.1,9.1,.,.,-2.8
COCC(=O)N(C)[C@H]1C[C@H]2c3[nH]c4ccccc4c3CCN2C(=O)[C@H]1[C@H](C)O,-1.9,-2.4,-1.1,0.4,2.6,-0.7,.,.,-2.5
CCOC(=O)C1=C(C)N(CCO)C(=O)NC1c1ccccc1 (stereo not drawn),1.9,.,10.1,-0.2,.,1.1,-6.9,-5.8,-1.1
Cc1ccc(CN2CCN(Cc3c(C)nn(-c4ccc(F)cc4)c3C)CC2CCO)o1 (stereo not drawn),-2.7,-26.4,2.4,0.2,0.0,-12.0,-2.1,-10.8,-8.2
CC(C)(C)NC(=O)CC1C[C@H](C(=O)N2CCOCC2)[C@@]2(CCC3CCCC3)c3[nH]c4ccccc4c3CCN2C1=O (stereo partly drawn),-17.9,-18.1,4.3,0.1,1.5,-9.6,-21.9,-4.2,1.7
COc1ccc(C2NC(=S)NC(O)(C(F)(F)F)C2C(=O)c2cccs2)cc1 (stereo not drawn),18.7,-11.6,8.6,1.2,5.5,6.2,11.3,-6.6,-10.2
CSc1ccccc1NC(=O)CSc1nnnn1-c1ccccc1SC,4.8,17.9,18.9,2.4,9.8,-20.2,-13.6,-16.3,-2.9
CN1CCN(C(=O)C(C(=O)c2ccc(F)cc2)n2ccccc2=O)CC1 (stereo not drawn),-6.8,5.7,-8.4,0.6,8.6,-19.6,-4.3,-5.8,-1.9
Cc1nc(CC(=O)Nc2nc(C(C)(C)C)cs2)cs1,-5.3,-0.4,2.9,0.2,1.8,5.2,-13.0,-11.5,-2.9
Cc1ccc(CN2CCC(CNC(=O)c3ccc(NC(=O)C4=CSCCO4)cc3)CC2)cc1,22.8,-8.1,2.9,1.8,5.7,-13.0,-18.7,-5.7,-5.5

# A second format for part of the listing above:
# Order of values – M1 antag	TAAR1 antagonist	CHO-K1 Ca PAM	M1 ag parental	TAAR1 ag	CHO-K1 Ca antag	CHO parental Ca	OXTR potentiator	M1 ag
CC(C)(C)NC(=O)CC1C[C@H](C(=O)N2CCOCC2)[C@@]2(CCC3CCCC3)c3[nH]c4ccccc4c3CCN2C1=O (stereo partly drawn)
  -17.9	-18.1	4.3	0.1	1.5	-9.6	-21.9	-4.2	1.7
Cc1ccc(CN2CCC(CNC(=O)c3ccc(NC(=O)C4=CSCCO4)cc3)CC2)cc1
  22.8	-8.1	2.9	1.8	5.7	-13.0	-18.7	-5.7	-5.5
O=C(Cn1nnc(-c2ccccc2F)n1)NCc1ccco1
  -2.4	4.2	7.7	1.0	-1.9	-11.6	-8.0	-22.4	-7.9
Cc1cnc(CNc2nc3cc(-c4ccccc4C)sc3c(=O)n2C)cn1
  -9.3	-39.6	20.2	1.4	1.3	-15.7	.	.	-6.8
COc1cccc(NC(=O)CN2CCSc3ccccc32)c1
  5.8	-15.3	6.5	1.7	9.0	-10.5	-1.2	-30.8	-5.6

# Following part.
SMILES,M1 antag,TAAR1 antagonist,CHO-K1 Ca PAM,M1 ag parental,TAAR1 ag,CHO-K1 Ca antag,CHO parental Ca,OXTR potentiator,M1 ag
COc1ccc(NC(=O)CCN2C(=O)NC3(CCCC3)C2=O)cc1Cl,-7.7,2.5,-6.8,0.7,4.6,7.3,-6.4,-2.3,4.4
COc1ccc(CNC(=O)COC(=O)c2ccc3ccccc3n2)cc1,-2.6,-7.8,18.0,1.3,2.2,-23.8,-21.3,-1.2,-3.2
CC1=C(C(=O)OCCCCCl)C(c2cc3c(cc2Br)OCO3)NC(=O)N1 (stereo not drawn),-4.8,-10.3,7.1,1.4,4.8,-6.9,-20.2,0.1,-1.1
CCOC(=O)CSc1ccc2nnc(-c3ccccc3)n2n1,-4.2,6.0,-10.7,1.3,5.0,25.9*,-3.9,-3.1,-3.3
CCCN(C)C[C@H]1Oc2cc(C#Cc3ccc(F)cc3)ccc2S(=O)(=O)N([C@H](C)CO)C[C@@H]1C,-12.1,-28.6,16.1,-0.2,0.5,-21.0,.,.,4.5
COc1ccccc1CNC(=O)c1cc(C2CC2)nc2c1cnn2C(C)C,4.0,19.7,-8.1,-0.1,-1.1,-3.6,-32.1,10.7,-7.7
C=CCN1C(=NC(=O)COc2ccc(Cl)cc2)SC2CS(=O)(=O)CC21 (stereo not drawn),7.2,-19.4,-0.5,-0.4,5.8,3.8,-5.7,4.1,-1.2
CCOC(=O)N1CCN(S(=O)(=O)N2CCCC(C(=O)NCc3ccc(OC)cc3)C2)CC1 (stereo not drawn),-15.1,-29.6,6.3,1.1,0.7,-3.2,-24.9,-16.6,-1.8
